Source: PubChem
GALK inh: qHTS Assay for Inhibitors of Human Galactokinase (GALK); P51570; Purified GALK, Kinase-Glo residual ATP luminescence; Potency, µM (titrated, usually from 57.5 µM), for inactives: at the top dose activity change, negative = inhibition, usual class: inhibitors; 270,000 compounds, 0.007% hits; AID 1868, 2009; also: potency is read from the fitted curve at half-maximal effect; % is scaled to controls: 0 for no effect and ±100 for the full control effect
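5 nM enzyme, 35 uM ATP, 100 uM galactose, 20 mM HEPES pH8.0, 5 mM MgCl2; 1 h RT; residual ATP by Kinase-Glo Plus luminescence, qHTS format.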
Mito fusion act: qHTS Assay for Small Molecule Inhibitors of Mitochondrial Division or Activators of Mitochondrial Fusion; S. cerevisiae fusion-defective mutant growth rescue, CellTiterGlo 48 h; Potency, µM (titrated, usually from 46.1 µM), inactives show top-dose growth rescue (activation), most hits filed as activators; AID 485298, 2010; 320,000 compounds, 0.23% hits;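 also: potency is read from the fitted curve at half-maximal effect; % of control where 0% means no effect; nearly all actives have a fitted effect of over 45% in size; temperature-sensitive fusion mutants such as fzo1-1 at 37 °C on non-fermentable ethanol glycerol medium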
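Growth-rescue viability read-out: after 48 h at the non-permissive 37C in glycerol/ethanol YPEG, yeast mitochondrial fusion mutants are measured by CellTiterGlo luminescence; compounds (23 nl pinned per well) restoring growth score as division inhibitors or fusion activators.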
USP2a inh: qHTS Assay for Inhibitors of Ubiquitin-specific Protease USP2a Using CHOP2 as the Reporter; USP2 core, Ub-CHOP2 coupled fluorogenic reporter, 485/531; Potency, µM (series often up to 38.3 µM), inactives show at the highest dose activity change, negative = inhibition, most hits filed as inhibitors; 330,000 compounds, 0.01% hits;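 also: potency is read from the fitted curve at half-maximal effect; plate controls were DMSO wells for no effect and full inhibition by NEM control for full effect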
Target sequence (O75604 whole entry, looked up): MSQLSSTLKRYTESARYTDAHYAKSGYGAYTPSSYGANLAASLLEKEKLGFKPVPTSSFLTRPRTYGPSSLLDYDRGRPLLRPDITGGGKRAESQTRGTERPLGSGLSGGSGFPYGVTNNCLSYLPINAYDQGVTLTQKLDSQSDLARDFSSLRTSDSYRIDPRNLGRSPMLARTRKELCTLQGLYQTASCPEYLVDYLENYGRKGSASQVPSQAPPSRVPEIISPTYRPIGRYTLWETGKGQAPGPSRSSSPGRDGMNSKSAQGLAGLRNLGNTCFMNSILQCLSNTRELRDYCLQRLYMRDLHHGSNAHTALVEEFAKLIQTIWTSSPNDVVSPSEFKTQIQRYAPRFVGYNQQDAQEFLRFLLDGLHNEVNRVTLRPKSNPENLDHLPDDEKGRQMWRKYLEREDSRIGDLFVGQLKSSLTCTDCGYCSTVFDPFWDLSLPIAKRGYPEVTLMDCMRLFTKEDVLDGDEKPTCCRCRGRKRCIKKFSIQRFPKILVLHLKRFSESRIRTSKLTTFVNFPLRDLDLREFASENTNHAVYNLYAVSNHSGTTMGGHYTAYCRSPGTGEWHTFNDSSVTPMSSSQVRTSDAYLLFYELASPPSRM
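USP2 core (10nM final) preincubated 30min RT with compound in 20mM Tris-HCl pH 8.0, 2mM CaCl2, 2mM beta-mercaptoethanol, 0.05% CHAPS; 25nM Ub-CHOP2 plus 25nM reporter substrate added, fluorescence (Ex485/Em531) read after 60min.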
PKM2 activator: qHTS Assay for Activators of Human Muscle isoform 2 Pyruvate Kinase. Pyruvate kinase PKM (Homo sapiens), P14618. purified PKM2, Kinase-Glo ATP luminescence, activation; response scale: 0% is enzyme alone, no compound. Potency, µM (series often up to 57.5 µM), inactives show at the highest dose activation, usual class: activators. 260,000 compounds, 0.34% hits; also: potency is read from the fitted curve at half-maximal effect; % is scaled to controls: 0 for no effect and ±100 for the full control effect; nearly all actives have a fitted effect of over 55% in size
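Purified hPK-M2 (>95% pure) converted ADP (0.1 mM final) to ATP with 0.5 mM PEP in 50 mM imidazole pH7.2, KCl, MgCl2, Tween 20, BSA; 1 h at room temperature. ATP detected by Kinase-Glo luminescence.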
ASM inhibitor: Inhibitors of Secretory Acid Sphingomyelinase (S-ASM): qHTS. Sphingomyelin phosphodiesterase (Homo sapiens), P17405. Potency, µM (series often up to 57.5 µM), without a hit: at the top dose activity change, negative = inhibition, hits mostly inhibitors. 340,000 compounds, 0.006% hits. placental ASM, HMU-PC fluorogenic substrate, 60 min. AID 504937, 2011; also: potency is read from the fitted curve at half-maximal effect
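Fluorogenic HMU-PC substrate (9 uM final) is turned over by placental ASM in 60 min at 37 C after a 10 min compound preincubation. Reaction ended by alkaline stop (pH 10), with fluorescence read at 386/447 nm.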
MBNL1-CUG inh: qHTS Assay for Inhibitors of MBNL1-poly(CUG) RNA binding. 280,000 compounds, 0.036% hits. Potency, µM (top dose mostly 57.5 µM), for the others: at the top dose activity change, negative = inhibition, actives largely listed as inhibitors. AID 2675, 2010. TR-FRET MBNL1-His/biotin-(CUG)12 binding, 665/545 ratio. Muscleblind-like protein 1 (Homo sapiens), Q9NR56; active = well fitted inhibition curve with a large enough effect in the signal ratio, with a control signal flat, not every such curve was filed as active; inconclusive = small, poorly fitted or top-dose-only effect, or effect the other way, or a change in a side signal; inactive = no such curve, though single readings can be large or run the other way; the % refers to the signal ratio; also: potency is read from the fitted curve at half-maximal effect; % is scaled to controls: 0 for no effect and ±100 for the full control effect
Target sequence (Q9NR56 whole entry, looked up): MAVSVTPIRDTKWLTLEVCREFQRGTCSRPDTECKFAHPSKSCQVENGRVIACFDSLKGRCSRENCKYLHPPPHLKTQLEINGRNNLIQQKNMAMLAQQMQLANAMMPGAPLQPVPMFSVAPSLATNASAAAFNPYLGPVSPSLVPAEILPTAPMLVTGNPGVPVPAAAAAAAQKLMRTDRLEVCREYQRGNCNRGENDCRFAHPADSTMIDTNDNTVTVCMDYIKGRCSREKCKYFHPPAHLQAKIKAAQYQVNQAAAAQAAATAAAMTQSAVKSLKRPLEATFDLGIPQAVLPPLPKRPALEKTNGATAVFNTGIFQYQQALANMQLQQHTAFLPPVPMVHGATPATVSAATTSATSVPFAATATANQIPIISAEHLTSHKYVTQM
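Compound titration spanned 92 nM–58 uM against the MBNL1-His/biotin-(CUG)12 complex. After 60 min at room temperature with 5 nM streptavidin-XL665 and 0.055 ng/ul terbium anti-His, ratiometric 665/545 nm emission (Ex 340 nm) normalized to controls.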
KCNH2 WT inh: qHTS for Inhibitors of KCHN2 3.1: Wildtype qHTS. activity change, % at 1.84 µM. AID 720551, 2013. Voltage-gated inwardly rectifying potassium channel KCNH2 (Homo sapiens), Q12809. U2OS, BacMam KCNH2, thallium flux FluxOr; stronger effect = lower value. 340,000 compounds, 0.37% hits;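 active = maximum activity change below -70%; inconclusive = maximum activity change between -70% and -50%; inactive = maximum activity change above -50%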; also: % is scaled to controls: 0 for no effect and ±100 for the full control effect
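U2OS cells were transduced with wild-type KCNH2 virus (2.03 x 10^8 / mL) for 4 h at room temperature, then cultured overnight at 37 C. Thallium flux was read with FluxOr dye. Rate constants were normalized to DMSO controls.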
Chronic BCR inh: qHTS Assay to Find Inhibitors of Chronic Active B-Cell Receptor Signaling; ABC-DLBCL IkBa-CBG/CBR reporter, luminescence ratio, 4 h; Potency, µM (top dose mostly 46.1 µM), without a hit: at the highest dose ratio change, negative = lower green/red ratio, most hits filed as inhibitors; 340,000 compounds, 0.05% hits; AID 493014, 2011; active = well fitted inhibition curve with a large enough effect in the signal ratio, with a control signal flat, not every such curve was filed as active; inconclusive = small, poorly fitted or top-dose-only effect, or effect the other way, or a change in a side signal; the % refers to the signal ratio;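 also: potency is read from the fitted curve at half-maximal effect; plate controls were basal doxycycline-induced cells for no effect and cells given 10 µM MG132 for full effect; MG132 reads +100%, hits lower the ratio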
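Concentration-response series (up to 46 uM) were applied to TMD8 dual-reporter cells for 4 h at 37C with doxycycline. Green/red ratio, after filter-overlap correction, defined %Activity; red signal alone was normalised to basal cells and zero luminescence.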
TSHR antag: Antagonists of the Thyroid Stimulating Hormone Receptor: HTS campaign; Thyrotropin receptor (Homo sapiens), P16473; AID 504810, 2011; activity change, negative = inhibition, % at 11.5 µM; TSHR-expressing cells, TSH-stimulated cAMP HTRF, 2 h; stronger effect = lower value; 330,000 compounds, 0.2% hits;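 active = activity change below a set negative limit, meaning inhibition stronger than a set level, cut at about -70% in these data; inconclusive = activity change between two set negative limits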; also: % is scaled to controls: 0 for no effect and ±100 for the full control effect
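TSHR-expressing cells, 200/well, pre-treated with compound, then stimulated with EC80 TSH (4nM final) for 2 hours at 37 deg C. cAMP measured by competitive HTRF: anti-cAMP cryptate antibody in lysis buffer plus cAMP-d2, read after 30 minutes at room temperature.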
Eya2 phos inh: qHTS Assay for Inhibitors of the Phosphatase Activity of Eya2; Protein phosphatase EYA2 (Homo sapiens), O00167; recombinant Eya2, OMFP fluorescence dephosphorylation (OMFP is methylfluorescein phosphate); Potency, µM (highest dose often 76.9 µM), for the others: at the top dose activity, negative = inhibition, actives largely listed as inhibitors; 330,000 compounds, 0.006% hits; also: potency is read from the fitted curve at half-maximal effect; % is scaled to controls: 0 for no effect and ±100 for the full control effect
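Eya2 protein (added as 0.2 uM solution) was preincubated with compound for 10 min at ambient temperature in 50 mM HEPES pH 7.5, 50 mM NaCl, 5 uM MgCl2, 0.05% BSA, 1 mM DTT. OMFP (added at 50 uM) then reacted 10 min; fluorescence read at 485/525 nm.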
Menin-MLL TR inh: qHTS Assay for Inhibitors Targeting the Menin-MLL Interaction in MLL Related Leukemias: Competition With Texas Red Labeled MLL-derived Mutant Peptide | O00255 | Menin + Texas Red MLL mutant peptide, fluorescence polarization | Potency, µM (series often up to 61.6 µM), without a hit: at the highest dose FP activity change, negative = inhibition, hits mostly inhibitors | 270,000 compounds, 0.23% hits; active = well fitted inhibition curve with a large enough effect in the polarisation, with a control signal flat, not every such curve was filed as active; inconclusive = small, poorly fitted or top-dose-only effect, or effect the other way, or a change in a side signal; inactive = no such curve, though single readings can be large or run the other way; the % refers to the polarisation; also: potency is read from the fitted curve at half-maximal effect; % of control where 0% means no effect; many of its hits are not listed in these tables
Active calls of the source: *; ? = inconclusive; . = no result given; [ ] = remark or other dose. Unless noted, calls follow the shape of the dose curve; as a rule, active = well fitted curve in the direction sought with a large enough effect; inconclusive = small, poorly fitted or top-dose-only effect, or another doubt; inactive = no such curve, though single readings can be large; an effect the other way counts as inactive or inconclusive.

Results follow in this order: GALK inh | Mito fusion act | USP2a inh | PKM2 activator | ASM inhibitor | MBNL1-CUG inh | KCNH2 WT inh | Chronic BCR inh | TSHR antag | Eya2 phos inh | Menin-MLL TR inh
1) CN(CC(=O)Nc1ccc(Cl)cc1)CC(=O)Nc1cc(Cl)ccc1C#N
    0% | 8% | -2% | 0% | -4% | 0% | 10 | -10% | 2 | 7% | 31%[activator]
2) CC(=O)Nn1c(-c2ccccc2)cc2ccccc21
    4% | 13% | 0% | -2% | 2% | 10% | 4 | 7% | 9 | -9% | -15%
3) Cc1cc(C(F)(F)F)n2nc(-c3cnn(C)c3C(F)(F)F)c(Br)c2n1
    -5% | 0% | -1% | 3% | -9% | 7% | -12 | -2% | 5 | -7% | 15%
4) CC(=O)c1ccccc1-c1csc2ncnc(Sc3nnnn3C)c12
    . | -8% | -1% | . | -1% | . | . | -13% | 1 | 8% | .
5) CCOC(=O)C1(Cc2cccc(OC)c2)CCCN(Cc2nccn2CC)C1 (stereo not drawn)
    -3% | -2% | 1% | -8% | 3% | -9% | 6 | 8% | -2 | 3% | -6%
6) CCOC(=O)C1=C(C)NC(C)=C(C(=O)OCC)C1c1cn(-c2ccccc2)nc1-c1ccco1
    -2% | -8% | -1% | 6% | 194%[activator] | 5% | -1 | 0% | 16 | 10% | .
7) CC(=O)Nc1c(O)nc(SCC(=O)Nc2ccc(C(C)=O)cc2)[nH]c1=O
    0% | -1% | 3% | -12% | 3% | 8% | -4 | 13% | 5 | -24% | 6%
8) Cn1cccc1C(=O)NC(=O)COC(=O)c1cc([N+](=O)[O-])ccc1Cl
    -2% | -10% | 3% | 3% | -2% | ? | 2 | 7% | 3 | -3% | 0%
9) CCC(C)(C(=O)NC1CCCC1)N(CC1CCCO1)C(=O)c1ccc2c(c1)OCO2 (stereo not drawn)
    -1% | 2% | 1% | 2% | 3% | -9% | -3 | -1% | 13 | 7% | 8%
10) Cc1ccc2nc(N3C(=O)C(O)=C(C(=O)c4ccco4)C3c3cccs3)sc2c1 (stereo not drawn)
    -7% | -4% | 3% | -2% | 10% | 107%[activator] | -18 | ? | 82 | 3% | 48%[activator]
11) CS(=O)(=O)N(CCc1ccccc1)CC(=O)N1CCN(Cc2ccccc2)CC1
    -3% | 4% | 3% | 0% | -2% | -2% | -6 | 12% | 1 | -2% | 15%
12) Cn1cc(/C=N/n2cnc3scc(-c4ccccc4)c3c2=O)c2ccccc21
    -1% | 1% | -5% | 1% | 0% | -2% | 2 | -6% | 2 | -5% | ?
13) O=C(CSc1nnc(CNC(=O)c2cccc(C(F)(F)F)c2)o1)NC1CCCCC1
    5% | 0% | -2% | 0% | -3% | -18% | 27 | ? | 1 | 3% | 6%
14) CCC(C)Sc1ccc([C@H]2N[C@@](C)(C(=O)OC)[C@H]3C(=O)N(C)C(=O)[C@@H]23)cc1OC (stereo partly drawn)
    . | 0% | 0% | . | 2% | . | -24 | -6% | -9 | -13% | .
15) COc1ccc(-n2c(C)cc(/C=C3\SC(=O)NC3=O)c2C)cc1
    0% | 1% | 1% | . | 7% | -7% | 1 | ? | -4 | -6% | 10%
16) C/C(=N/NC(=O)CN(c1ccccc1)S(=O)(=O)c1ccccc1)c1ccccc1O
    2% | 2% | -4% | 4% | 4% | 9% | 0 | 7% | -2 | -2% | ?
17) COc1cccc(N2CN(CCc3ccccc3)CNC2=S)c1
    5% | -3% | 5% | 0% | 5% | . | -6 | -10% | 0 | 8% | .
18) CN(c1ccccc1)c1nc(-n2ccnc2)nc(-n2ccnc2)n1
    2% | -8% | 2% | -3% | 0% | -3% | -4 | 7% | -2 | 4% | .
19) C=CCN1C(=O)c2ccc(C(=O)N(CC(C)C)c3c(N)n(CCCC)c(=O)[nH]c3=O)cc2C1=O
    . | -3% | -1% | . | 56%[activator] | . | 0 | 2% | 4 | 18% | .
20) O=C(CNC(=O)c1ccccc1F)NCc1ccccn1
    . | . | -2% | . | 8% | . | 19 | 3% | . | -11% | .

Part of the list above, showing only ASM inhibitor and USP2a inh:
#	SMILES	ASM inhibitor	USP2a inh
9	CCC(C)(C(=O)NC1CCCC1)N(CC1CCCO1)C(=O)c1ccc2c(c1)OCO2 (stereo not drawn)	3%	1%
12	Cn1cc(/C=N/n2cnc3scc(-c4ccccc4)c3c2=O)c2ccccc21	0%	-5%

The listing continues:
Results follow in this order: GALK inh | Mito fusion act | USP2a inh | PKM2 activator | ASM inhibitor | MBNL1-CUG inh | KCNH2 WT inh | Chronic BCR inh | TSHR antag | Eya2 phos inh | Menin-MLL TR inh
21) S=c1[nH]nc(C2CCCCC2)n1/N=C/c1ccccn1
    1% | -2% | 2% | 6% | 5% | -5% | 7 | -7% | -6 | 4% | 0%
22) C=CCn1c(N)cc(=O)nc1SCC(=O)Nc1ccc(C)cc1
    10% | -1% | 1% | 0% | 1% | . | -7 | 3% | -2 | -8% | 0%
23) C=CCOc1ccc(C2=NOC(C(=O)Nc3ccc4c(c3)OCCO4)C2)cc1 (stereo not drawn)
    0% | -10% | -4% | . | -5% | -5% | 6 | 1% | 2 | 19% | 27%
24) COc1ccc(-n2c(Cn3c(=O)sc4ccccc43)nnc2SC)cc1
    -3% | 1% | -1% | -3% | 1% | -2% | 4 | 5% | -6 | -2% | 0%
25) C#CCNC(=O)C1=C[C@H](C)[C@@H](CCCO)[C@H](OCC)O1
    -1% | -2% | 0% | 0% | 3% | -6% | -2 | 1% | -12 | 12% | -5%
26) COC(=O)c1c(NC(=O)c2cccnc2Cl)sc(C(=O)N(C)C)c1C
    3% | 1% | 1% | -5% | 3% | 13% | -10 | ? | 5 | 19% | 2%
27) COc1ccc(-c2nnc(SCC(=O)Nc3ccc(C(=O)O)cc3)n2-c2ccc(Cl)cc2)cc1
    -1% | 5% | 1% | . | -2% | -2% | 11 | 7% | -8 | -6% | 43%[activator]
28) CC(C)=C1C2CCC1C(C(=O)Nc1cc(C)cc(C)c1)C2C(=O)O (stereo not drawn)
    0% | 3% | 8% | 0% | 0% | 1% | 6 | -1% | -2 | 14% | -6%
29) C=CCNC(=O)c1ccc2c(=O)n(CCCN3CCCC3=O)c(=S)[nH]c2c1
    -1% | 1% | 0% | -7% | 11% | 5% | -11 | -1% | 26 | -6% | -24%
30) CCCC(=O)Nc1cc(S(=O)(=O)N(CC)CC)ccc1Cl
    0% | 3% | 0% | -15% | 2% | ? | 24 | ? | 25 | 0% | -17%
31) COc1cc(C2C(C(=O)OC(C)C)=C(C)Nc3ncnn32)cc(OC)c1OC (stereo not drawn)
    4% | 3% | 3% | 2% | 17% | 1% | 0 | ? | 1 | 18% | -3%
32) CC1(C)CC(=O)C2=C(C1)OC1=C(C(=O)CC(C)(C)C1)C2(C)C
    1% | ? | 1% | 6% | . | . | . | 4% | 3 | 0% | 4%

The list is partial. The share of hits here may be higher or lower than overall.
